HP1b chromo inh: HP1-beta chromodomain-methylated histone interaction inhibition; Potency, µM (series often up to 114 µM), for inactives: top-dose activity change, negative = inhibition, actives largely listed as inhibitors; AID 540317; AlphaScreen HP1-beta / biotin-H3K9me3 peptide binding; P83916; hit rate 0.56% among 390,000; also: potency is read from the fitted curve at half-maximal effect; nearly all actives have a fitted effect of over 70% in size; inactives centre near 23
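HP1-beta protein (50 nM final) preincubated 30 min at room temperature with biotinylated H3(1-18)K9me3 peptide (50 nM) in PBS pH 7.4, 0.01% Tween-20, then compound added for 30 min. AlphaScreen streptavidin donor/nickel chelate acceptor beads (10 ug/mL final), 30 min dark, luminescence read.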
G9a inh: blocks human histone lysine methyltransferase G9a | Q96KQ7 | G9a H3K9 monomethylation, AlphaScreen, 2 h | Potency, µM (titrated, usually from 102 µM), without a hit: at the top dose activity, negative = inhibition, actives largely listed as inhibitors | hit rate 8.8% among 350,000 | AID 504332; also: potency is read from the fitted curve at half-maximal effect; % is scaled to controls: 0 for no effect and ±100 for the full control effect; nearly all actives have a fitted effect of over 75% in size
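Readings reflect AlphaScreen signal from monomethyl-H3K9 antibody detection. HMT at 20 nM; substrate b-H3K9 500 nM; cofactor SAM 20 uM; 2 h RT reaction; compounds tested as titrations in qHTS with 15 min preincubation.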
JMJD2A Tudor inh: inhibitors of human JMJD2A Tudor domain; O75164; hit rate 4.4% among 390,000; AlphaScreen JMJD2A-Tudor / H3K4me3 peptide binding; Potency, µM (titrated, usually from 114 µM), inactives show at the top dose activity change, negative = inhibition, actives largely listed as inhibitors; also: potency is read from the fitted curve at half-maximal effect; % is scaled to controls: 0 for no effect and ±100 for the full control effect; nearly all actives have a fitted effect of over 50% in size
Target sequence (O75164 whole entry, looked up, the tested form may be a part): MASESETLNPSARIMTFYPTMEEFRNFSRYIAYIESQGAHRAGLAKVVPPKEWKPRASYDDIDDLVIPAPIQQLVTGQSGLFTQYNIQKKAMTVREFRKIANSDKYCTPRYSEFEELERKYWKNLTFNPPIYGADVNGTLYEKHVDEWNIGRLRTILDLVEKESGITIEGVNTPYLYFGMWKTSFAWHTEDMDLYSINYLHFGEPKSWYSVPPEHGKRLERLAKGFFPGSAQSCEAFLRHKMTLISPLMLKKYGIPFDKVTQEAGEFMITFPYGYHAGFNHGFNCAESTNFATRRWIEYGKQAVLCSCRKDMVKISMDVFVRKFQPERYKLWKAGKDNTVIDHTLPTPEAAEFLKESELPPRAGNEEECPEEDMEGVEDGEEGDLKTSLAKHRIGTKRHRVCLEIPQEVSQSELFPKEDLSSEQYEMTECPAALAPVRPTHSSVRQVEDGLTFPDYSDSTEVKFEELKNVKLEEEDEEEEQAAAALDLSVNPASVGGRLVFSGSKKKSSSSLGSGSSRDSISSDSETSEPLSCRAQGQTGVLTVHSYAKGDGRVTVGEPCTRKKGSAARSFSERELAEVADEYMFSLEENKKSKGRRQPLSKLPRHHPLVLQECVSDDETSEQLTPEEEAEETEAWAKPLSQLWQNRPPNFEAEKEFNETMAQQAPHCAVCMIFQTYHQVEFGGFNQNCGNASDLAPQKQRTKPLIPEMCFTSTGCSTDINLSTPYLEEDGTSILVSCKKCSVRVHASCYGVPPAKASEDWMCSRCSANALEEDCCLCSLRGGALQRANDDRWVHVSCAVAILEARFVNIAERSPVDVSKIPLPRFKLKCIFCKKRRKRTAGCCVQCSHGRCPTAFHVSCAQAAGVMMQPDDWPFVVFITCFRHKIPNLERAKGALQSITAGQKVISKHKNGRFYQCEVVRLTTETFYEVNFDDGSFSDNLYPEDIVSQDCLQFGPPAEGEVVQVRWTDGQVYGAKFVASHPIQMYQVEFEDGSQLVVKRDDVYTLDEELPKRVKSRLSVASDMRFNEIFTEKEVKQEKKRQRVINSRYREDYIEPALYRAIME
PI4K2A block: blocks human PI4K2A kinase activity. Q9BTU6. purified PI4K2A, ADP-Glo luminescence, 1 h; hits give low values. activity change, negative = inhibition, % at 76.9 µM. hit rate 0.13% among 420,000. AID 1346378; in the data active = activity change below about -50%; inconclusive = mostly about -30% to -49%;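 also: -100% = wells without enzyme as full effect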
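In this quantitative HTS, ADP production by PI4K2A was quantified luminescently after 1 h at ambient temperature; 100 microM adenosine served as plate-quality control.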
Tb PGK inh: T. brucei PGK inhibition | PGK/GAPDH coupled, Kinase-Glo luminescence, 60 min | Potency, µM (titrated, usually from 57.5 µM), for the others: at the top dose activity change, negative = inhibition, usual class: inhibitors | hit rate 0.043% among 380,000; also: potency is read from the fitted curve at half-maximal effect; % is scaled to controls: 0 for no effect and ±100 for the full control effect; nearly all actives have a fitted effect of over 60% in size
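Luminescent ATP detection (Kinase-Glo Plus) follows a 60-minute room-temperature incubation, with wells lacking PGK as controls. Buffer: 100 mM TEA (pH 7.6), 5 mM MgCl2, 0.01% Tween-20. Coupling enzyme GAPDH (100 nM final) supplies unstable 1,3-BPG in-well.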
Pin1 inhibitor: inhibitors of human Pin1 | Q13526 | Pin1 FP peptide displacement, HiFluor488, 10 min | Potency, µM (titrated, usually from 115 µM), for the others: at the highest dose activity, negative = inhibition, most hits filed as inhibitors | hit rate 0.009% among 390,000 | AID 504891; active = well fitted inhibition curve with a large enough effect in the polarisation, with a control signal flat, not every such curve was filed as active; inconclusive = small, poorly fitted or top-dose-only effect, or effect the other way, or a change in a side signal; inactive = no such curve, though single readings can be large or run the other way; the % refers to the polarisation; also: potency is read from the fitted curve at half-maximal effect; % is scaled to controls: 0 for no effect and ±100 for the full control effect
GLS inhibitor: glutaminase GLS (human) inhibition; Potency, µM (highest dose often 45.5 µM), for the others: top-dose activity change, negative = inhibition, most hits filed as inhibitors; AID 624170; hit rate 0.21% among 410,000; GLS enzymatic activity, qHTS titration; also: potency is read from the fitted curve at half-maximal effect; % is scaled to controls: 0 for no effect and ±100 for the full control effect
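Assay buffer: 45 mM KH2PO4 pH 8.2, 0.02% Tween-20. hKGA acts on L-glutamine (1 mM solution added); product glutamate is reported by an oxidase/peroxidase Amplex Red coupling, with fluorescence taken at baseline and 30 min.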
BAZ2B block: inhibitors of human BAZ2B bromodomain; AID 504333; Potency, µM (top dose mostly 114 µM), inactives show top-dose activity change, negative = inhibition, usual class: inhibitors; AlphaScreen BAZ2B-H3K14Ac peptide displacement; hit rate 4.4% among 360,000; Q9UIF8; also: potency is read from the fitted curve at half-maximal effect; % is scaled to controls: 0 for no effect and ±100 for the full control effect; nearly all actives have a fitted effect of over 60% in size
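Protein-peptide AlphaScreen: BAZ2B 50 nM, b-H3K14Ac 50 nM, 1x PBS pH 7.4 + 0.01% Tween-20. Preincubation 30 min RT; cpd 30 min RT (top 110 uM); beads 20 min RT, light-protected.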
ERG Ets-DNA blk: inhibitors of human ERG Ets domain-DNA interaction; Potency, µM (highest dose often 76.9 µM), for inactives: at the top dose FP activity, negative = inhibition, most hits filed as inhibitors; fluorescence polarization, His-ERG Ets domain / labelled DNA; P11308; AID 624246; hit rate 0.028% among 370,000; active = well fitted inhibition curve with a large enough effect in the polarisation, with a control signal flat; inconclusive = small, poorly fitted or top-dose-only effect, or effect the other way, or a change in a side signal; inactive = no such curve, though single readings can be large or run the other way; the % refers to the polarisation;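 also: polarization taken with two DNA probes labelled with fluorescein and Texas red; potency is read from the fitted curve at half-maximal effect; % of control where 0% means no effect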
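His-tagged ERG Ets domain (1 uM in the protein solution; 300mM KCl, 50mM Tris-HCl, 1mM EDTA, 1mM DTT, pH 7.5) received compound, then a probe mix of 5 nM fluorescein-DNA and 100nM Texas-615-DNA. Fluorescence polarization was read for both dyes.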
The depositor's hits bear a star; i = inactive; u = inconclusive; x = not tested or not shown; [ ] = dose if it differs, or a comment. Unless noted, calls follow the shape of the dose curve; as a rule, active = well fitted curve in the direction sought with a large enough effect; inconclusive = small, poorly fitted or top-dose-only effect, or another doubt; inactive = no such curve, though single readings can be large; an effect the other way counts as inactive or inconclusive.

Molecule	HP1b chromo inh	G9a inh	JMJD2A Tudor inh	PI4K2A block	Tb PGK inh	Pin1 inhibitor	GLS inhibitor	BAZ2B block	ERG Ets-DNA blk
O=C(NCCCN1CCOCC1)c1ccc2nc(Cc3ccccc3F)oc2c1	19.2%	-8.9%	-5.1%	-1.3	1.4%	-1.9%	-3.7%	-13.1%	-1.5%
Cc1ccc(S(=O)(=O)/N=C(\N)Nc2nc(C)c3cc(C)ccc3n2)cc1	21.5%	10.2%[59 µM]	-14.4%	0.1	-5.2%	16.6%	-5.2%	-1.9%	3.0%
COc1ccc(C2c3ccc(O)cc3Oc3ncn(CCN4CCOCC4)c(=N)c32)cc1 (stereo unspecified)	0.1%	-33.1%	-20.7%	1.3	3.3%	-4.5%	-14.3%	-17.0%	7.0%
CCC(=O)NCCc1nc2cc(NC(=O)c3ccco3)ccc2n1C	0.9%	3.8%	-10.6%	-2.7	-9.0%	0.9%	4.9%	1.3%	-2.0%
CC(CCc1ccccc1)OS(N)(=O)=O (stereo unspecified)	51.3%[activator]	4.4%	-4.3%	-3.1	-0.4%	-8.3%	-3.8%	5.4%	-0.6%
COc1ccc(-c2cc(C(=O)NCc3ccco3)c3ccccc3n2)cc1OC	29.0%	x	0.0%	3.0	-3.2%	-5.0%	-2.5%	x	6.0%
Cc1ccc(NC(=O)Cn2nc(C(=O)O)c3ccccc3c2=O)cc1S(=O)(=O)N1CCCCCC1	28.2%	x	-11.1%	-6.6	-12.3%	13.1%	-7.9%	x	x
Cn1c(CN2CCCC2)nc2cc(NC(=O)c3cccs3)ccc21	20.3%	14.1µM*	-35.6%	17.8	2.9%	-0.6%	-10.7%	u	-5.3%
O=C(Cc1ccc(Br)cc1)Nc1cccc(Cl)c1	-0.1%	14.4%	33.3%	-3.5	-1.7%	-2.8%	-2.0%	13.9%	1.7%
Cc1ccc(Cl)c2c1NC(=O)C2(O)CC(=O)c1ccc(F)cc1 (stereo unspecified)	9.4%	-12.0%[59 µM]	-14.1%	-5.2	-6.3%	-0.9%	0.4%	2.4%	3.8%
COc1cc(C(=O)NCc2nnc(SCC(=O)Nc3nccs3)o2)cc(OC)c1OC	35.7%[activator]	-2.9%	u	-3.2	i	0.2%	2.6%	44.7µM*	1.5%
O=C(c1ccc([N+](=O)[O-])cc1)N(c1ccccn1)c1ccccn1	20.4%	-7.7%[12.7 µM]	-19.3%	-0.6	-7.9%	2.8%	-1.7%	-3.7%	-1.7%
Cc1n[nH]c(C)c1CCCCOc1ccccc1[N+](=O)[O-]	16.8%	u	-11.1%	1.3	-4.2%	-0.4%	2.5%	u	-5.9%
OCC[C@@H]1C[C@H](O)[C@@H](O)[C@]2(OCc3ccccc32)O1	23.1%	-1.8%	-15.7%	3.4	-10.7%	-7.8%	-1.1%	-16.4%	-2.8%
Cc1ccc(C)c(NC(=O)C(C)N(c2ccccc2)S(C)(=O)=O)c1 (stereo unspecified)	19.7%	u	-5.2%	-7.0	i	-9.3%	-1.5%	-17.2%	6.6%
CCCC(=O)Nc1cc(-c2nn(C)c(=O)c3ccccc23)ccc1N1CCCCC1	-1.9%	x	-29.9%	2.7	1.1%	0.2%	22.0%	x	-1.3%
C#CCCOC(=O)N1C2=NC(C(=O)OC)=C(C(=O)OC)[C@@H]3N(Cc4ccccc4)c4ccccc4[C@]23C[C@H]1C(=O)OC	-1.1%	u	-33.3%	2.2	i	6.1%	2.8%	u	-4.3%
COc1cccc(CNC(=O)c2ccc(-n3c(C)cc4c3CCC(C)C4)cc2)c1 (stereo unspecified)	24.7%	-9.8%[59 µM]	-21.1%	-10.8	-5.6%	8.8%	-8.8%	-18.8%	-0.6%
COc1ccc(-c2noc(C3CC(=O)N(c4cc(C)cc(C)c4)C3)n2)cc1 (stereo unspecified)	16.6%	19.2%[59 µM]	-14.3%	-0.3	-4.4%	12.7%	-10.0%	5.5%	1.4%
Cc1ccccc1NC(=O)CSc1cn(CC(=O)N2CCCC2)c2ccccc12	26.3%	8.8%[59 µM]	-10.6%	-3.5	i	u	1.3%	3.9%	-2.5%
Nc1nc(SCC(=O)N2CCN(c3ccc(F)cc3)CC2)n[nH]1	20.5%	-12.5%[59 µM]	-16.4%	0.8	-4.1%	2.1%	20.1%	-5.6%	x
COc1ccc(OCC(O)CNC(=O)c2ccc(C)cc2)cc1 (stereo unspecified)	11.5%	6.5%	-5.0%	-0.2	-1.8%	6.4%	0.3%	-8.8%	-1.9%
CCCCC1CCC(C(=O)N2CCOCC2)CC1 (stereo unspecified)	31.7%	-9.7%[59 µM]	4.4%	1.2	-1.1%	6.2%	13.6%	12.6%	10.7%
Cc1cccc(NC(=S)N2CCN(Cc3ccccc3)CC2)c1C	14.1%	4.5%	-7.4%	-2.4	-2.1%	-2.6%	4.8%	3.1%	-1.6%
COCCNC(=O)c1ccccc1NC(=O)c1ccc(OC)c(OC)c1	7.6%	-8.8%[59 µM]	-11.7%	-4.0	-3.7%	-1.4%	-1.0%	7.6%	-5.6%
O=C(c1cc2ccccc2oc1=O)N(c1ccc(Cl)cc1)C1C=CS(=O)(=O)C1 (stereo unspecified)	17.7%	16.1%[59 µM]	-7.1%	-0.6	-1.6%	1.4%	0.5%	3.3%	-1.5%
COc1ccc(CCNC(=O)Cn2c(=O)n(-c3ccccc3)c(=O)c3c(C)c(C)sc32)cc1OC	6.3%	-27.0%[59 µM]	-16.7%	-8.3	x	6.7%	-1.9%	-9.7%	0.5%
O=C(NCCc1ccccc1)c1nn(-c2ccccc2F)nc1CO	33.1%	3.7%[59 µM]	-13.5%	1.5	i	-5.9%	-8.2%	-1.7%	-0.1%
COc1ccc(CCNC(=O)c2nnc(Cc3c(F)cccc3Cl)o2)cc1OC	18.4%	4.6%[12.7 µM]	3.0%	-0.4	-5.4%	-10.1%	-9.7%	-6.2%	3.1%
O=C(/C=C/c1cc(Br)ccc1F)OCC(=O)N1CCCC1	14.2%	u	-12.8%	-3.4	2.4%	-5.0%	-8.6%	-2.3%	-4.0%
O=C(COC(=O)COc1ccc(Cl)cc1)NC1CCCC1	27.5%	4.0%[2.33 µM]	-5.4%	-5.6	-3.4%	-8.0%	0.8%	-0.8%	-4.0%
Cc1ccc(-n2c(Cc3cccc4ccccc34)n[nH]c2=S)c(C)c1	17.6%	u	-35.2%	-2.1	-4.6%	-14.5%	10µM*	-34.9%	-13.7%
COc1ccccc1C1CC(c2cccc(NS(C)(=O)=O)c2)=NN1S(=O)(=O)c1ccccc1 (stereo unspecified)	10.6%	u	-35.4%	-2.3	i	75.2%[activator]	7.4%	u	16.8%
CCOc1cc(CNCC(O)c2ccccc2)cc(Cl)c1OC (stereo unspecified)	40.4%[activator]	x	-8.4%	8.4	i	-0.1%	4.5%	-11.6%	-13.1%
COc1ccc(-c2cnc(N)nc2-c2ccc(OC)cc2)cc1	33.4%[activator]	5.3%	-8.2%	-3.7	-7.2%	-1.7%	-8.7%	0.0%	-18.2%
Cc1cc(C)cc(NC(=O)NNC(=O)c2cc3occc3[nH]2)c1	13.1%	x	-20.7%	4.0	1.8%	5.3%	17.1%	-28.6%	4.5%
CCOC(=O)c1c(C#N)cnn1-c1ccc(C)cc1	16.8%	36.0%[59 µM]	2.3%	-1.6	-0.8%	1.8%	9.9%	-0.8%	-10.0%
Cc1ccccc1OCCCC(=O)Nc1ccc2c(c1)OCO2	6.8%	20µM*	-20.1%	-4.1	2.1%	-5.0%	-2.0%	-9.3%	-2.3%
CCOc1ccc(CN2CCC(C(=O)N3CCN(c4ccccc4F)CC3)CC2)cc1OC	u	8.91µM*	7.08µM*	-1.6	-3.6%	-7.3%	4.8%	u	-3.2%
COC(=O)c1ccccc1NC(=O)Cn1c(=O)n(-c2cccc(C(F)(F)F)c2)c(=O)c2c(C)c(C)sc21	12.3%	-5.4%[59 µM]	-10.6%	-3.5	x	-2.5%	2.5%	-0.8%	8.1%
Cc1ccc(C(=O)CCC(=O)NN2C(=O)NC3(CCCCC3)C2=O)cc1	19.1%	-25.1%[0.501 µM]	3.7%	2.3	-0.9%	2.6%	-7.2%	-27.6%	-3.1%
CCc1noc(C)c1C(=O)N1CCCC1	7.3%	10.9%[59 µM]	-6.3%	-0.3	5.3%	6.6%	10.6%	1.2%	-6.1%
Cc1cc2c(cc1NC(=O)c1ccccc1C)n(C)c(=O)c(=O)n2C	-15.7%	-5.3%[59 µM]	-15.7%	3.1	-5.7%	-10.5%	-0.4%	-3.2%	0.1%
COc1ccc(-c2nnc3sc(-c4cccs4)nn23)cc1OC	12.7%	7.0%	-5.4%	0.6	9.4%	-2.5%	2.9%	17.2%	-9.0%
O=C(CSc1nnc(Cc2ccsc2)o1)c1ccccc1	16.8%	16.7%	-6.4%	-4.2	3.2%	3.4%	-5.0%	2.4%	23.3%
CC(=O)c1ccc(C(=O)N2CCC(CO)(Cc3cccc(C(F)(F)F)c3)CC2)cc1	49.5%[activator]	-1.2%	-14.9%	-1.4	-4.0%	5.2%	-16.3%	-8.9%	9.5%

Compound activity from PubChem BioAssay.
